Kir21 inh = Kir2.1 (mouse) channel inhibition. AID 1672. HEK293-Kir2.1, FluxOR thallium flux fluorescence; active compounds read low. P35561. B-score at 10 µM. actives 0.85% (n = 310,000);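 active means fluorescence ratio B-score at or below minus 3 SD of library scores, with starting-brightness B-score within 2 SD, cut at about -4.2 in these data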;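 further: channel flux triggered by added potassium and thallium sulfate stimulus; B-score of peak minus minimum fluorescence over baseline after thallium stimulus; more negative B-score means stronger Kir2.1 block with less thallium influx; some compounds called inactive have numbers as strong as hits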
Target sequence (P35561 whole entry, looked up): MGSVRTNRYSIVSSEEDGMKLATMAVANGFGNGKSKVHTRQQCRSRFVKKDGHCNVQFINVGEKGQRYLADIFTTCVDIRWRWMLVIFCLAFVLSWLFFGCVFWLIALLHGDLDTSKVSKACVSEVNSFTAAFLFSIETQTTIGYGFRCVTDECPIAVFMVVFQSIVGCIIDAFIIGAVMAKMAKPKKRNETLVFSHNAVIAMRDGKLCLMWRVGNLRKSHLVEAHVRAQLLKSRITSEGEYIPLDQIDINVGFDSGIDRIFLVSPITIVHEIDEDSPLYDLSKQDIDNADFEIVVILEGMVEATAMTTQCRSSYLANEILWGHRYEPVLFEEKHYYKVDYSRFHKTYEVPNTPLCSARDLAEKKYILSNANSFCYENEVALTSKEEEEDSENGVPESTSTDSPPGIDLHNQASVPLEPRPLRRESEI
KCNQ2 block = KCNQ2 potassium channel inhibitors, primary screen, cell-based, CHO-K1, FluxOR thallium flux, B-score (AID 2156) | 20 min; active compounds read low | B-score at 10 µM | actives 1.1% (n = 310,000);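 active means fluorescence ratio B-score at most minus 3 library SDs, with starting brightness B-score within 2 library SDs, cut at about -5.5 in these data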
The depositor's hits bear a star; i = inactive.

Kir21 inh | KCNQ2 block | Molecule
-1.1 | i | Cc1c(C(=O)N2CCN(Cc3ccc4c(c3)OCO4)CC2)sc2ncnc(N3CCN(c4ccccc4F)CC3)c12
-0.01 | i | O=C(c1cnccn1)N1CCN(c2ccccc2)CC1
2.1 | i | O=C(O)c1occc1CSc1ccccc1
-1.7 | i | O=C1Nc2ccc(S(=O)(=O)NCc3ccco3)c3cccc1c23
-1.2 | i | O=C(OCc1nnc(-c2ccccc2)o1)C12CC3CC(CC(Br)(C3)C1)C2
-0.98 | i | C=CCNC(=S)/C(=C(\[O-])c1ccc(Cl)cc1)[n+]1ccccc1
-10* | i | CCCOc1ccc(OCCOCCN2CCc3ccccc3C2)cc1
0.62 | i | CNC(=O)CN(C)S(=O)(=O)c1ccc(OC)c(Cl)c1
0.2 | i | O=C(CCNC(=O)c1ccccc1Cl)NCCC1=CCCCC1
0.27 | i | O=c1[nH]cnc2c1C(c1ccccc1)c1c(nc[nH]c1=O)O2
-1.7 | i | Cc1ccc(S(=O)(=O)/N=C2/NC(=O)/C(=C/c3cc([N+](=O)[O-])ccc3O)S2)cc1
-0.74 | i | CCCCC1(C(=O)OCC)NC(c2ccc(O)cc2)C2C(=O)N(c3ccccc3)C(=O)C21 (stereo unspecified)
-2.3 | i | CCOC(=O)c1c(C)[nH]c(C)c1C(=O)COC(=O)c1cc(OC)cc(OC)c1
-0.1 | i | COc1ccc(CN2CN(C3CCCC3)CSC2=S)cc1
-1.4 | i | CC(C)(C)[C@H]1CCC(=O)N([C@H](CSc2ccccc2)Cc2ccccc2)CC1
-0.69 | i | O=C(Cn1c(=O)[nH]c2ccsc2c1=O)NC1CCCCCC1
-2.4 | i | Cc1nc2cc(NC(=O)NCc3ccc4c(c3)OCO4)ccc2o1
1.7 | i | N=C1c2c(cc(=O)n3c2[nH]c2ccccc23)CN1CCN1CCOCC1
0.42 | i | O=[N+]([O-])c1cccc(CSc2nc3ccccc3[nH]2)c1
-0.85 | i | CN(C)c1ccc(P(=O)(Nc2cccc(C(F)(F)F)c2)N2CCOCC2)c(NC(=O)c2cccs2)c1 (stereo unspecified)
-0.4 | i | Cc1cccc(C(=O)NC(=S)NNC(=O)c2ccccc2Cl)c1
0.15 | i | O=C(Cc1ccccc1)NC(Nc1ccccc1)C(Cl)(Cl)Cl (stereo unspecified)
0.56 | i | CCN(CC)C(=O)COc1ccc(/C=N/NC(=O)c2cc(-c3ccccc3OC)nc3ccccc23)cc1OC
1.9 | i | C=CCN=c1scc(-c2ccccc2)n1/N=C/c1ccccn1
-0.01 | i | O=C(Nc1ccc2c(c1)nc1n2CCCCC1)c1cc(S(=O)(=O)N2CCOCC2)ccc1Cl
-5* | i | CCCCn1c(SCC(=O)c2ccc3c(c2)OCCO3)nnc1-c1ccoc1C
0.69 | i | CC(C)(C)NC(=O)C(c1ccncc1)N(C(=O)CNC(=O)c1ccco1)c1ccc2c(c1)OCO2 (stereo unspecified)
0.81 | i | O=c1oc2ccccc2c2c1nc(C(F)(F)F)n2-c1ccccc1
0.06 | i | CN(Cc1nc(-c2ccc(Cl)cc2)no1)C(=O)c1ccc2c(c1)OCO2
-0.16 | i | CN(CCC#N)C(=O)COC(=O)c1ccc2c(c1)C(=O)N(C1CCCCC1)C2=O

Additional compounds follow.
Kir21 inh | KCNQ2 block | Molecule
0 | i | COCc1cc(NCc2ccc(Cl)cc2)nc(C)n1
-0.21 | i | Cc1ccc(C(=O)NCc2ccco2)cc1S(=O)(=O)Nc1cccc(Cl)c1
1.1 | i | COc1ccc(C#Cc2ccc3c(=O)c4ccccc4n(C)c3c2)cc1
-0.93 | i | COc1ccccc1NC(=O)c1ccc(C(=O)c2ccccc2)o1
0.72 | i | Cc1ccc(CCc2nnc(SCC(=O)Nc3ccccc3Cl)n2-c2ccccc2)o1
-6.9* | i | OC(CNCc1ccccc1F)COc1cccc2ccccc12 (stereo unspecified)
1.6 | i | O=C(CCC(=O)Nc1ccccc1)N/N=C/c1ccc2c(c1)OCO2
0.69 | i | Cc1c(NC(=O)CCCCCN2C(=O)C3C4C=CC(C4)C3C2=O)c(=O)n(-c2ccccc2)n1C (stereo unspecified)
-0.36 | i | COc1ccc(-c2noc(N3CCC(C(=O)Nc4ccc(F)cc4)CC3)n2)cc1
-0.77 | i | COc1ccc(CCNC(=O)c2ccc(N3CCCC3=O)cc2)cc1
-0.51 | i | CC(C)(C)C(=O)N1CCn2c1nc1ccccc12
-0.25 | i | Cc1ccc(S(=O)(=O)NC(=O)Nc2cc(C)ccc2F)cc1
1.1 | i | CCc1ccc(NC(=O)Nc2cc(C(=O)NCC3CCCO3)ccc2N2CC3CC(C2)c2cccc(=O)n2C3)cc1 (stereo unspecified)
0.78 | i | COCCNC(=O)Cn1c(=O)n(Cc2ccc(C(=O)NCCc3ccc(OC)c(OC)c3)cc2)c(=O)c2ccccc21
0.12 | i | O=C(NCc1ccco1)c1c(F)c(F)c(F)c(C(=O)NCc2ccco2)c1F
1.4 | i | Cc1nn(-c2cccc(C(F)(F)F)c2)c(Cl)c1/C=N/n1cnnc1
-0.44 | i | Cc1ccccc1-c1ccc(Nc2ccc(C(=O)N3CCOCC3)cc2)nn1
2 | i | CC1CC(C)CN(S(=O)(=O)c2cc(C(=O)O)c(Cl)s2)C1 (stereo unspecified)
1.4 | i | CCOc1ccc(NC(=O)Cn2nnc(C(=O)NCc3ccco3)c2N)cc1
2.1 | i | CCOC(=O)C1(CCCc2ccccc2)CCN(C(=O)COC)CC1
-3 | i | CSc1ccc(CN(C)CC(=O)NCc2ccccc2)cc1
1.6 | i | COc1ccccc1Nc1ccc(C(=O)NC2CCCCC2)cn1
0.01 | i | Cc1ccc(NC(=O)CC2COc3ccccc3O2)cc1 (stereo unspecified)
1.4 | i | CCOc1cc(C(=S)N2CCCCC2)ccc1OS(=O)(=O)c1ccc(Cl)cc1
0.61 | i | O=C(COC(=O)c1ccc(=O)[nH]c1)Nc1cccc(S(=O)(=O)N2CCOCC2)c1
-0.56 | i | O=C(CN1CCCC1)Nc1sc2c(c1C(=O)Nc1ccc(Br)cc1)CCC2
-1 | i | O=C(C[C@H]1C(=O)N(Cc2ccccc2)C[C@@H]1Cc1ccccc1)Nc1ccccc1
3.3 | i | O=C(c1cccc(S(=O)(=O)Nc2cccc(C(F)(F)F)c2)c1)N1CCOCC1
1.4 | i | O=C(c1ccco1)N1CCCC(N2CCN(c3ccccc3F)CC2)C1 (stereo unspecified)
0.28 | i | Cn1nccc1C(=O)N1CCN(c2ccc(F)cc2)CC1

Additional records
Kir21 inh | KCNQ2 block | Molecule
1.3 | i | O=c1c2c3c(sc2nc2n1CCCS2)CCCC3
-1.1 | i | O=C(O)c1cc(NC(=O)c2ccco2)cc(NC(=O)c2ccco2)c1
1.5 | i | COCCn1c(SCC(=O)Nc2ccc(NC(C)=O)cc2)nc2ccccc2c1=O
-0.02 | i | Cc1[nH]c2ccccc2c1CCN(Cc1cccs1)C(=S)Nc1ccccc1
-0.22 | i | CCc1c(O)nc(SCC(=O)Nc2cc(C)on2)n(-c2ccccc2)c1=O
-0.41 | i | Clc1ccc(SCc2csc(N3CCOCC3)n2)cc1
0.5 | i | O=S(=O)(c1ccc2c(c1)C(=NO)c1cc(S(=O)(=O)N3CCCCC3)ccc1-2)N1CCCCC1
0.17 | i | Cc1cccc(NC(=O)C2CCCN(c3cnccn3)C2)c1 (stereo unspecified)
-0.89 | i | COc1ccc(S(=O)(=O)N2CCN(Cc3ccc4c(c3)OCO4)CC2)cc1F
1.2 | i | COc1ccc(S(=O)(=O)NCC(c2ccc(C)cc2)N2CCN(C)CC2)cc1OC (stereo unspecified)
-0.04 | i | Cc1ccc(S(=O)(=O)CCC(=O)N2CCN(c3ccc(Cl)cc3)CC2)cc1
-0.91 | i | COc1cccc(/C=C2\SC(=S)N(N3C(=O)CCCC3=O)C2=O)c1
0.02 | i | CC(=O)Nc1ccc(C(=O)N(C)C(C(=O)Nc2ccc(C)cc2)c2ccccn2)cc1 (stereo unspecified)
1.5 | i | Cc1ccc(-n2nnc(-c3cccnc3Cl)n2)cc1
0.08 | i | Cc1ccc(-c2cnc(C3CC3)o2)cc1S(=O)(=O)Nc1ccccc1
0.73 | i | CC(C)OCCCn1c(-c2ccco2)nc2nc3ccccc3nc21
0.15 | i | CCOc1ccc(OCc2cccc(C(=O)N3CCCC3)c2)cc1
0.28 | i | CCOC(=O)c1c(C)n(C)c2ccc(OC)c(NC(=O)CN3CCC4(CC3)OCCO4)c12
0.22 | i | COc1ccc(CCNC(=O)Cc2cc(=O)[nH]c(=O)[nH]2)cc1OC
-0.34 | i | O=C(O)CC1=C(O)C(=O)N(c2ccccc2)C1c1ccc(Cl)cc1 (stereo unspecified)
-0.7 | i | Cc1ccc2c(c1)c1c3n2CCNC3CCC1 (stereo unspecified)
3.2 | i | C/C(CC(=O)NCc1ccco1)=N\NC(=O)C(c1ccccc1)c1ccccc1
-1.5 | i | Cc1ccc(-c2csc(NC(=O)COc3ccc(N(C)S(=O)(=O)c4ccc(C)cc4)cc3)n2)cc1
0.88 | i | CN(C)c1ccc2c(=O)[nH][nH]c(=O)c2c1
0.05 | i | CCCSc1ncnc2c1oc1ccccc12
-1.4 | i | Cc1cc(/C=C2\NC(=S)NC2=O)c(C)n1-c1cccnc1
1.9 | i | Cc1ccc(-n2c(O)c(/C=N/NC(=O)C3COc4ccccc4O3)c3ccccc3c2=O)cc1 (stereo unspecified)
-0.6 | -6.2* | Cc1ccc(C(=O)NCC(c2ccco2)N2CCc3ccccc32)cc1C (stereo unspecified)
-0.1 | i | CC(=O)Nc1ccc(NC(=O)CNC(=O)c2sc3ccccc3c2Cl)cc1
1.3 | i | O=C(NCCc1ccc(Cl)cc1)C1CCC(=O)N1Cc1ccccc1Cl (stereo unspecified)

Among those listed so far, 2 contain a nitro group on carbon:
Kir21 inh | KCNQ2 block | Molecule
-1.7 | i | Cc1ccc(S(=O)(=O)/N=C2/NC(=O)/C(=C/c3cc([N+](=O)[O-])ccc3O)S2)cc1
0.42 | i | O=[N+]([O-])c1cccc(CSc2nc3ccccc3[nH]2)c1

Molecules above containing a tert-butyl group (three):
Kir21 inh | KCNQ2 block | Molecule
-1.4 | i | CC(C)(C)[C@H]1CCC(=O)N([C@H](CSc2ccccc2)Cc2ccccc2)CC1
0.69 | i | CC(C)(C)NC(=O)C(c1ccncc1)N(C(=O)CNC(=O)c1ccco1)c1ccc2c(c1)OCO2 (stereo unspecified)
-0.51 | i | CC(C)(C)C(=O)N1CCn2c1nc1ccccc12

The listing continues:
Kir21 inh | KCNQ2 block | Molecule
-1.2 | i | COc1cccc(NC(=O)CSC2=C(C#N)C(c3ccco3)C3=C(CCCC3=O)N2)c1 (stereo unspecified)
-0.24 | i | N#CC1=C(N)NC(SCC(=O)O)=C(C#N)C12CCCC2
-0.78 | i | O=C1CCCC/C1=C/NCc1ccc(F)cc1
-0.96 | i | Cn1nnnc1SCCNCc1ccc(Cl)cc1
-0.63 | i | Cc1cccc2c(N=Nc3ccccc3)c(O)[nH]c12
0.41 | i | Cc1ccc(OCC(=O)N2CCCCCCC2)cc1
-1.2 | i | CCCC(=O)OCC(=O)Nc1ccccc1C#N
-0.68 | i | Cc1scc(C(=O)N/N=C/c2ccc(Cl)s2)c1C
-1.1 | i | Cc1[nH]nc2c1C1(C(=O)Nc3ccc([N+](=O)[O-])cc31)C(C#N)=C(N)O2 (stereo unspecified)
-0.28 | i | CNC(=O)c1cc2cc(OC)ccc2n1CCN(C)C
-0.59 | i | O=C(Cc1ccccc1)NS(=O)(=O)c1ccc(N=NN2CCOCC2)cc1
-0.52 | i | CCC1CSC(Nc2ccc(C(=O)/C=C/c3cccc(C)c3)cc2)=N1 (stereo unspecified)
-2.8 | i | O=C(Nc1ccccc1Cl)c1csc(-c2cccnc2)n1
-2 | i | Cc1ccc(NC(=O)CS(=O)CC(=O)NCCCc2ccccc2)cc1Cl (stereo unspecified)
-0.18 | i | O=c1cc(-c2ccccc2)[nH]c2nc3ccccc3n12
0.05 | -5.8* | CCOCCCn1c(C)nc2c(c1=O)c1nc3ccccc3nc1n2CCC1=CCCCC1
1.6 | i | Oc1ccc(-c2nccc(-c3ccccn3)n2)cc1
-0.32 | i | Cc1ccc(S(=O)(=O)N2CCCC(C(=O)NC3CCCC3)C2)cc1 (stereo unspecified)
0.48 | i | CCOc1cccc2sc(N(CCN(CC)CC)C(=O)c3ccc(S(=O)(=O)N4CCCCC4)cc3)nc12
0.04 | i | COc1ccc(C(=O)COC(=O)c2ccc(OC)c(OC)c2)cc1OC
0.16 | i | Cc1ccc(-c2nc3ncccc3o2)cc1NC(=O)C(C)(C)C
0.22 | i | O=C(CNC(=O)c1ccccc1F)N/N=C/c1ccco1
0.14 | i | O=c1cc(CN2CCN(S(=O)(=O)c3ccc4ccccc4c3)CC2)nc2sccn12
0.08 | i | CCOC(=O)c1nc(C)nc(Sc2n[nH]c(-c3cc(Cl)cc(Cl)c3)n2)c1C
-0.26 | i | O=C(O)c1ccccc1CSc1nc2ccccc2o1
-0.21 | i | OC1CCCN(C(=S)Nc2ccc(SC(F)F)cc2)C1 (stereo unspecified)
0.3 | i | O=C(Nc1ccc(Cl)cc1)N1CCOC12CCC1(CC2)OCCO1
-2.2 | i | C=CCNC(=S)NNC(=O)c1ccc(C)c(Cl)c1
-0.02 | i | CCOC(=O)N1CCN(S(=O)(=O)c2ccc(C)cc2)CC1
-0.01 | i | COc1ccc(CCNC(=O)C(=O)NCC2OCCN2S(=O)(=O)c2ccc(Cl)cc2)cc1 (stereo unspecified)
0.37 | i | Cc1cccc2nc(CSc3nc4cc([N+](=O)[O-])ccc4s3)cn12

Four structures out of the list, ordered by length of the SMILES, largest number first:
Kir21 inh | KCNQ2 block | Molecule
-0.04 | i | Cc1ccc(S(=O)(=O)CCC(=O)N2CCN(c3ccc(Cl)cc3)CC2)cc1
0.3 | i | O=C(Nc1ccc(Cl)cc1)N1CCOC12CCC1(CC2)OCCO1
-3 | i | CSc1ccc(CN(C)CC(=O)NCc2ccccc2)cc1
-0.96 | i | Cn1nnnc1SCCNCc1ccc(Cl)cc1

Source: PubChem BioAssay (Johns Hopkins Ion Channel Center)
